Screening data (PubChem BioAssay)
Eya2 phos inh = inhibitors of human Eya2 phosphatase activity; recombinant Eya2, OMFP fluorescence dephosphorylation (OMFP is methylfluorescein phosphate); AID 488837; 330,000 compounds, 0.006% hits; Potency, µM (top dose mostly 76.9 µM), inactives show at the top dose activity, negative = inhibition, usual class: inhibitors; also: potency is read from the fitted curve at half-maximal effect; % is scaled to controls: 0 for no effect and ±100 for the full control effect
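Eya2 protein (added as 0.2 uM solution) was preincubated with compound for 10 min at ambient temperature in 50 mM HEPES pH 7.5, 50 mM NaCl, 5 uM MgCl2, 0.05% BSA, 1 mM DTT. OMFP (added at 50 uM) then reacted 10 min; fluorescence read at 485/525 nm.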
Mito fusion yeast = blocks mitochondrial division or promotes mitochondrial fusion; S. cerevisiae fusion-defective mutant growth rescue, CellTiterGlo 48 h; Potency, µM (doses to about 46.1 µM), for the others: top-dose growth rescue (activation), usual class: activators; 320,000 compounds, 0.23% hits;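 also: potency is read from the fitted curve at half-maximal effect; % of control where 0% means no effect; nearly all actives have a fitted effect of over 45% in size; temperature-sensitive fusion mutants such as fzo1-1 at 37 °C on non-fermentable ethanol glycerol medium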
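Read-out: ATP-based luminescence (CellTiterGlo, 10 min ambient) reporting growth of fusion-defective ts yeast after 48 hours at 37C on glycerol/ethanol YPEG medium in the presence of compound.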
USP2a block = inhibitors of human ubiquitin-specific protease USP2a; 330,000 compounds, 0.01% hits; USP2 core, Ub-CHOP2 coupled fluorogenic reporter, 485/531; AID 463254; O75604; Potency, µM (titrated, usually from 38.3 µM), without a hit: top-dose activity change, negative = inhibition, most hits filed as inhibitors;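 also: potency is read from the fitted curve at half-maximal effect; plate controls were DMSO wells for no effect and full inhibition by NEM control for full effect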
Target sequence (O75604 whole entry, looked up): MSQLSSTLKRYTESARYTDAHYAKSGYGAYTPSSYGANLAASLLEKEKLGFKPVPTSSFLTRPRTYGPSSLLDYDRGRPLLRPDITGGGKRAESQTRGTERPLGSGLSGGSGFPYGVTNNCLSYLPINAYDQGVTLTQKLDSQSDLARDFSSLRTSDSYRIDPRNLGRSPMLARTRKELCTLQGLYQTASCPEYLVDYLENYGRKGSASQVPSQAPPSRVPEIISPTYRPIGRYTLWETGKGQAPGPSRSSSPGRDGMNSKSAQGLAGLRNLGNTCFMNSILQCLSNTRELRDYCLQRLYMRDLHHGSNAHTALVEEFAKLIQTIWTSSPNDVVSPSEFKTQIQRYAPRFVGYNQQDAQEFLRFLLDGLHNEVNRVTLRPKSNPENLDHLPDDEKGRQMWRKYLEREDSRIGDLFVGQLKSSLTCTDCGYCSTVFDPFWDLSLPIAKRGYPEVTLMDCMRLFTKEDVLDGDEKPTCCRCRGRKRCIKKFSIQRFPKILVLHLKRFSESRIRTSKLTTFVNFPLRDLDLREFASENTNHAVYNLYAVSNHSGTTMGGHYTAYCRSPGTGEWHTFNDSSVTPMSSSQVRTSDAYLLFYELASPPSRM
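USP2 core (10nM final) preincubated 30min RT with compound in 20mM Tris-HCl pH 8.0, 2mM CaCl2, 2mM beta-mercaptoethanol, 0.05% CHAPS; 25nM Ub-CHOP2 plus 25nM reporter substrate added, fluorescence (Ex485/Em531) read after 60min.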
GALK inhibitor = inhibitors of human galactokinase. P51570. Purified GALK, Kinase-Glo residual ATP luminescence. 270,000 compounds, 0.007% hits. Potency, µM (series often up to 57.5 µM), without a hit: top-dose activity change, negative = inhibition, hits mostly inhibitors. AID 1868; also: potency is read from the fitted curve at half-maximal effect; % is scaled to controls: 0 for no effect and ±100 for the full control effect
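ATP-depletion format; final 35 uM ATP, 100 uM D-galactose, 5 nM enzyme; pH 8.0 HEPES/Mg2+ buffer; 60 min RT; luminescence read 10 min after detection reagent.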
ASM inhibitor = inhibitors of human secretory acid sphingomyelinase. Potency, µM (titrated, usually from 57.5 µM), without a hit: top-dose activity change, negative = inhibition, actives largely listed as inhibitors. P17405. placental ASM, HMU-PC fluorogenic substrate, 60 min. 340,000 compounds, 0.006% hits; also: potency is read from the fitted curve at half-maximal effect
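Human placenta-derived ASM enzyme was preincubated with compound for 10 minutes at room temperature, then given fluorogenic substrate HMU-PC0 (9 uM final) for 60 minutes at 37 °C; a pH 10 stop preceded fluorescence reading at Ex 386/Em 447 nm.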
MBNL1-CUG inh = blocks human MBNL1 binding to CUG repeat RNA | Potency, µM (highest dose often 57.5 µM), for the others: at the highest dose activity change, negative = inhibition, actives largely listed as inhibitors | TR-FRET MBNL1-His/biotin-(CUG)12 binding, 665/545 ratio | 280,000 compounds, 0.036% hits; active = well fitted inhibition curve with a large enough effect in the signal ratio, with a control signal flat, not every such curve was filed as active; inconclusive = small, poorly fitted or top-dose-only effect, or effect the other way, or a change in a side signal; inactive = no such curve, though single readings can be large or run the other way; the % refers to the signal ratio; also: potency is read from the fitted curve at half-maximal effect; % is scaled to controls: 0 for no effect and ±100 for the full control effect
Target sequence (Q9NR56 whole entry, looked up): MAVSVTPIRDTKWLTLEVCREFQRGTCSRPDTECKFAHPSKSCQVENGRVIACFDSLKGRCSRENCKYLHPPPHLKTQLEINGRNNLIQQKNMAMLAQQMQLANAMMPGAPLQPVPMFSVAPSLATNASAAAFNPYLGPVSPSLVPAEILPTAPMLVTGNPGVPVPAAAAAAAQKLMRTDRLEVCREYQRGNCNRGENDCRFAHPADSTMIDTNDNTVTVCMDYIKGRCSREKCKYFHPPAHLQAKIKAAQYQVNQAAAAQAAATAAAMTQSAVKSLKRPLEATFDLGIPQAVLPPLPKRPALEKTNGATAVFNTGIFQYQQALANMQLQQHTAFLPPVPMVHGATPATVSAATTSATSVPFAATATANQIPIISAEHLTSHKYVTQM
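TR-FRET readout: Ex 340 nm, 665/545 nm emission ratio, normalized to buffer-only (basal) and MBNL1-(CUG)12 controls. Complex of MBNL1-His with Biotin-(CUG)12, compounds 92 nM–58 uM, incubated 60 min at room temperature.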
Menin MLL FP TR = inhibitors of human menin-MLL interaction, mutant MLL peptide. O00255. Menin + Texas Red MLL mutant peptide, fluorescence polarization. Potency, µM (highest dose often 61.6 µM), for inactives: at the top dose FP activity change, negative = inhibition, hits mostly inhibitors. 270,000 compounds, 0.23% hits; active = well fitted inhibition curve with a large enough effect in the polarisation, with a control signal flat, not every such curve was filed as active; inconclusive = small, poorly fitted or top-dose-only effect, or effect the other way, or a change in a side signal; inactive = no such curve, though single readings can be large or run the other way; the % refers to the polarisation; also: potency is read from the fitted curve at half-maximal effect; % of control where 0% means no effect; many of its hits are not listed in these tables
BCR signal inh = inhibitors of chronic active B-cell receptor signaling. ABC-DLBCL IkBa-CBG/CBR reporter, luminescence ratio, 4 h. Potency, µM (top dose mostly 46.1 µM), for the others: top-dose ratio change, negative = lower green/red ratio, hits mostly inhibitors. 340,000 compounds, 0.05% hits. AID 493014; active = well fitted inhibition curve with a large enough effect in the signal ratio, with a control signal flat, not every such curve was filed as active; inconclusive = small, poorly fitted or top-dose-only effect, or effect the other way, or a change in a side signal; the % refers to the signal ratio;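 also: potency is read from the fitted curve at half-maximal effect; plate controls were basal doxycycline-induced cells for no effect and cells given 10 µM MG132 for full effect; MG132 reads +100%, hits lower the ratio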
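Doxycycline induced both beetle luciferases in TMD8 lymphoma cells; IKK-driven degradation limits the IkappaBalpha-fused green signal, while red luminescence normalises for cell number and nonspecific effects. Compounds tested up to 46 uM, 4 hrs.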
TSHR antagonist = antagonists of human thyroid stimulating hormone receptor | 330,000 compounds, 0.2% hits | AID 504810 | P16473 | TSHR-expressing cells, TSH-stimulated cAMP HTRF, 2 h; hits give low values | activity change, negative = inhibition, % at 11.5 µM;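 active = activity change below a set negative limit, meaning inhibition stronger than a set level, cut at about -70% in these data; inconclusive = activity change between two set negative limits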; also: % is scaled to controls: 0 for no effect and ±100 for the full control effect
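Antagonism was scored as loss of TSH-driven cAMP in TSHR cells, stimulated with 4nM TSH (EC80) for 2 hours at 37 deg C and detected by homogeneous HTRF competition immunoassay.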
KCNH2 WT inh = blocks the wildtype human KCNH2 potassium channel. U2OS, BacMam KCNH2, thallium flux FluxOr; hits give low values. activity change, % at 1.84 µM. 340,000 compounds, 0.37% hits;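 active = maximum activity change below -70%; inconclusive = maximum activity change between -70% and -50%; inactive = maximum activity change above -50%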; also: % is scaled to controls: 0 for no effect and ±100 for the full control effect
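U2OS cells transduced with wild-type KCNH2 virus are loaded with FluxOr dye for 45 min, and thallium flux is measured in kinetic reads before and after stimulation buffer. Rate constants are normalized to DMSO controls.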
PKM2 activator = PKM2 (human) enzyme activation | 260,000 compounds, 0.34% hits | Potency, µM (doses to about 57.5 µM), inactives show at the highest dose activation, most hits filed as activators | AID 1631 | purified PKM2, Kinase-Glo ATP luminescence, activation; response scale: 0% is enzyme alone, no compound; also: potency is read from the fitted curve at half-maximal effect; % is scaled to controls: 0 for no effect and ±100 for the full control effect; nearly all actives have a fitted effect of over 55% in size
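hPK-M2, >95% pure; 0.1 mM ADP / 0.5 mM PEP final; imidazole pH7.2 buffer w/ 7 mM MgCl2, 50 mM KCl; 1 h RT; Kinase-Glo lum. Intermediate enzyme activity for dual inhibitor/activator qHTS.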
Starred values were filed as active, the others as inactive; i = inactive; ? = inconclusive; . = no result given; [ ] = another dose, or the depositor's remark. Unless noted, calls follow the shape of the dose curve; as a rule, active = well fitted curve in the direction sought with a large enough effect; inconclusive = small, poorly fitted or top-dose-only effect, or another doubt; inactive = no such curve, though single readings can be large; an effect the other way counts as inactive or inconclusive. A portion of the library (hit frequency here may not be typical).

Second line of a record: MBNL1-CUG inh | Menin MLL FP TR | KCNH2 WT inh | BCR signal inh | Mito fusion yeast | GALK inhibitor | TSHR antagonist | Eya2 phos inh | PKM2 activator | ASM inhibitor | USP2a block
(1) O=C(N/N=C1\C/C(=N\NC(=O)c2ccncc2)c2ccccc21)c1ccncc1
    ? | ? | 8 | ? | 5% | 3% | -2 | 10% | -3% | -2% | 0%
(2) COc1ccc(N2CCN(C(=O)c3sc4ncn(CC(=O)N5CCCCC5C)c(=O)c4c3C)CC2)cc1 (configuration not stated)
    0% | . | 0 | -1% | -1% | -2% | 13 | -2% | . | -3% | -6%
(3) COc1ccc(F)cc1C(=O)C1CCCN(C(=O)CSc2ccccn2)C1 (configuration not stated)
    3% | -8% | 10 | ? | 4% | 8% | 2 | -5% | -2% | 4% | 0%
(4) COc1cc(NC(=S)NC2CC2)c(OC)cc1Cl
    0% | -5% | -8 | -2% | -5% | 2% | 5 | 3% | 5% | 15% | -2%
(5) O=C(CCN1CCOCC1)NC1CCCN(Cc2ccccc2F)C1 (configuration not stated)
    0% | -8% | -1 | 0% | 0% | -4% | 27 | -4% | 4% | 4% | 2%
(6) Cc1noc(C)c1S(=O)(=O)N(CC(=O)NCc1ccc(Cl)cc1)c1ccc2c(c1)OCO2
    -2% | -2%[11.7 µM] | 2 | 1% | 1% | 2% | -10 | -6% | 3% | 0% | 3%
(7) COc1ccccc1C(=O)Nc1cc(-c2ccc(C)cc2)no1
    -1% | -22% | -6 | ? | 1% | -7% | -17 | 12% | . | -8% | 2%
(8) CC(=O)Nc1ccc(C(=O)N/N=C(\C)CC(=O)Nc2ccc(OCc3ccccc3)cc2)cc1
    . | 9% | 23 | -7% | 14% | 0% | 1 | 2% | -5% | -1% | 1%
(9) C[C@@H]1C(NC(=O)c2ccccc2)CC2CC1C2(C)C (some centres not stated)
    -3% | 0% | -7 | 2% | 0% | -3% | 1 | -6% | 1%[11.5 µM] | -1% | 0%
(10) Cc1nc(NC(=O)c2ccc(F)cc2)nc2cc3c(cc12)OCO3
    1% | -17% | -15 | ? | 2% | 3% | -2 | 4% | -3% | 8% | -2%
(11) CN(CC1COc2ccccc2O1)C(=O)c1ccc(Cl)c(S(=O)(=O)N2CCCCCC2)c1 (configuration not stated)
    . | . | 4 | 5% | 14% | . | -6 | -12% | . | -3% | -1%
(12) COc1ccc2oc(C(=O)OCC(=O)N3C(C)CCCC3C)c(C)c2c1 (configuration not stated)
    6% | -5% | 1 | ? | 3% | -4% | 0 | -18% | 1% | 0% | 0%
(13) N#Cc1c(-c2ccccc2)nc(-c2ccccc2)nc1N1CCOCC1
    4% | -9% | -4 | 4% | 2% | -2% | -2 | 5% | -15% | 12% | 2%
(14) CC(C)OC(=O)/C(=C/c1ccc(Br)cc1)NC(=O)c1ccco1
    10% | -11% | 8 | ? | 14% | 0% | 13 | 10% | 1% | -1% | -2%
(15) CCOc1ccc(CCNC(=O)COC(=O)c2ccc(C)s2)cc1OCC
    0% | . | 17 | -8% | 4% | -3% | 18 | 0% | -1% | -1% | -5%
(16) CCCCn1nc2cc(C(=O)NCCc3cccs3)ccc2c1OCC
    ? | -2% | -3 | ? | 13% | -1% | -11 | -8% | -1% | 49%[activator] | 1%
(17) O=C(Nc1ccc(N2CCN(c3ccc(O)cc3)CC2)cc1)Oc1ccccc1
    -13% | 8% | -5 | 18% | -6% | -2% | 4 | -19% | 2% | -2% | -1%
(18) COc1cc(/C=C/C(=O)OCC(=O)Nc2ccc([N+](=O)[O-])cc2)ccc1O
    . | . | 4 | -2% | -5% | 5% | -2 | -21% | 3% | -11% | 1%
(19) COc1ccc(S(=O)(=O)N(C)C)cc1NC(=O)CSc1ncccn1
    -2% | 1% | 3 | -6% | 10% | 9% | -4 | 4% | 3% | 13% | 2%
(20) CCOC(=O)N1CCN(C(=O)c2ccc(CNS(=O)(=O)c3ccc(NC(C)=O)cc3)cc2)CC1
    -10% | . | 0 | -6% | -9% | 7% | -3 | -5% | . | 3% | 4%
(21) Cc1ccc(CC23CN4CCN(CC(C4)C2O)C3)c(C)c1 (configuration not stated)
    -7% | -1% | 18 | -13% | -2% | 1% | 2 | -26% | -1% | 0% | 2%
(22) Cc1ccccc1OCC(=O)Nc1cc(Cl)ccc1Oc1ccccc1
    ? | 1% | -7 | 4% | 16% | -5% | 9 | 3% | 9% | -2% | 0%
(23) Cn1cccc1CC(=O)N/N=C/C=C/c1ccco1
    ? | ? | 21 | -2% | 2% | 3% | 19 | 1% | ? | -4% | ?
(24) COc1cc(/C=C2\C(=N)N3N=C(CC(=O)N4CCOCC4)SC3=NC2=O)cc(OC)c1OC
    -7% | . | 3 | -2% | -2% | -7% | 14 | -7% | . | 3% | 2%
(25) Cc1noc(C)c1C(=O)Nc1ccc(N(C)C)cc1
    -7% | . | 1 | -1% | 1% | -2% | -6 | 18% | 3% | 6% | 1%
(26) CCC(C)n1nccc1NC(=O)C(C)Cl (configuration not stated)
    . | 4% | 5 | -13% | -5% | 1% | -4 | 0% | -10% | 0% | -1%
(27) O=C(C(c1ccccc1)c1ccccc1)N(Cc1ccco1)C1CCS(=O)(=O)C1 (configuration not stated)
    -1% | -9% | 3 | ? | 2% | -1% | -8 | 2% | -7% | -3% | -6%
(28) CCCn1c(NC(=O)c2ccc(C)cc2)nc2ccccc21
    3% | 41%[activator] | -2 | ? | 9% | -2% | -7 | 5% | 0% | -12% | 0%
(29) N=c1oc2ccc3ccccc3c2cc1-c1nnc2n1CCCCC2
    ? | 9% | -16 | -4% | -8% | 6% | 7 | 3% | 1% | i | -4%
(30) COc1ccc(C2/C=C\CN(C(=O)Nc3ccccc3-c3ccccc3)CC(=O)N2Cc2ccc(F)cc2)cc1 (configuration not stated)
    -3% | 12% | 5 | ? | ? | -2% | 2 | -3% | -2% | -24% | -1%
(31) O=C(CNC(=O)C12CC3CC(CC(C3)C1)C2)N1CCN(S(=O)(=O)c2cccs2)CC1
    . | -1% | -7 | 0% | 0% | -3% | -12 | -7% | 17% | 3% | -1%
(32) O=C(OCc1ccccc1)C1=[N+]([O-])OC(C(=O)OCc2ccccc2)C1c1c[nH]c2ccccc12 (configuration not stated)
    9% | -16% | 2 | ? | 0% | 0% | -12 | 12% | -11% | -6% | -11%
(33) COc1ccc(N2C3=C(CC4=C2CC(C)(C)CC4=O)C(=O)CC(C)(C)C3)cc1
    10% | -42% | 27 | ? | -2% | 3% | 15 | 26% | ? | 63%[activator] | 1%
(34) CC(CCc1ccccc1)NS(=O)(=O)c1ccccc1Cl (configuration not stated)
    -4% | -12% | 0 | 1% | 28% | -2% | -13 | -16% | 0% | -15% | -1%
(35) O=C(Nc1ccc(Cl)c(C(F)(F)F)c1)C1CCCN(S(=O)(=O)c2cnc[nH]2)C1 (configuration not stated)
    -18% | 31%[activator] | 6 | -26% | 1% | -1% | -4 | 23% | 1% | -6% | 1%
(36) O=C(Nc1c(C(=O)O)[nH]c2ccc(F)cc12)c1cccc(C(F)(F)F)c1
    14% | . | 1 | ? | 1% | 9% | -15 | -24% | -6% | 17% | -1%
(37) Cc1ccc(C(=O)Nc2ccccc2-c2ccccc2)o1
    0% | . | -9 | 2% | 10% | -3% | -4 | -4% | -5% | 4% | 1%
(38) NC(=O)c1c(NC(=O)CCCC(=O)O)sc2c1CCCCCC2
    ? | -9% | 4 | 8% | 5% | . | -2 | 2% | 1% | 7% | 3%
